# Screening results deposited in PubChem by National Center for Advancing Translational Sciences (NCATS).
# LMNA splice mod – changes lamin A minigene splicing in HeLa cells; HeLa LMNA splicing GFP/RFP minigene ratio, 48 h; Potency, µM (series often up to 46.1 µM), inactives show at the top dose ratio change, negative = inhibition, actives largely listed as inhibitors; 0.01% of 200,000 active; AID 1487; active means well fitted inhibition curve with a large enough effect in the signal ratio, with a control signal flat, not every such curve was filed as active; inconclusive means small, poorly fitted or top-dose-only effect, or effect the other way, or a change in a side signal; the % refers to the signal ratio; further: on the % scale 0 is the no-effect control and ±100 the full control effect
#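 S3 HeLa cells stably expressing lamin A-EGFP splicing minigene plus DsRed2, 600 cells/well, 48 h compound exposure at 37C. Laser-scanning cytometry; analysed as GFP (500-530 nm)/RFP (575-640 nm) total intensity ratio; 0.5% DMSO vehicle.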
# TexasRed fluor – counter-screen for TRb-SRC2 inhibitors: fluorescence interference; TRb/SRC2 Texas Red total fluorescence interference; Potency, µM (doses to about 106 µM), for inactives: top-dose fluorescence change, negative = quenching; 0.29% of 280,000 active; AID 1479; active means well fitted curve in either direction with a large enough effect; inconclusive means small, poorly fitted or top-dose-only effect; further: on the % scale 0 is the no-effect control and ±100 the full control effect
#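 Human TRb ligand-binding domain at 0.6 uM with 20 nM Texas Red SRC2 peptide in Tris buffer containing 1 uM T3 and 5% DMSO, incubated with compound 5 h at ambient temperature. Total fluorescence (555/632 nm) calculated as parallel + 2 × perpendicular.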
# SMN2 splice up – enhancers of SMN2 splice variant expression; HEK293 SMN2-luciferase splicing reporter, luminescence, 30-36 h; Potency, µM (series often up to 46.1 µM), inactives show top-dose activity change, positive = activation, usual class: activators; 2.8% of 210,000 active; AID 1458; further: % of control where 0% means no effect; nearly all actives have a fitted effect of over 55% in size
#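 HEK293 cells carry an SMN2 minigene-luciferase reporter in which exon 7 inclusion puts luciferase in frame. Cells were seeded at 2000 cells/well, attached for 10-12 hours, then exposed to compounds for 30-36 hours at 37C before ONE-Glo luminescence.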
# GoLoco inh red – blocks human Gai1 binding to RGS12 GoLoco peptide, red readout; P63096; Gai1:RGS12 GoLoco peptide FP, rhodamine, 10 min; 0.44% of 230,000 active; Potency, µM (titrated, usually from 61.6 µM), without a hit: at the top dose activity, negative = inhibition, usual class: inhibitors; AID 880; active means well fitted inhibition curve with a large enough effect, not every such curve was filed as active; inactive means no such curve, though single readings can be large or run the other way; further: on the % scale 0 is the no-effect control and ±100 the full control effect; nearly all actives have a fitted effect of over 30% in size; many of its hits are not listed in these tables
# Target sequence (P63096 whole entry, looked up): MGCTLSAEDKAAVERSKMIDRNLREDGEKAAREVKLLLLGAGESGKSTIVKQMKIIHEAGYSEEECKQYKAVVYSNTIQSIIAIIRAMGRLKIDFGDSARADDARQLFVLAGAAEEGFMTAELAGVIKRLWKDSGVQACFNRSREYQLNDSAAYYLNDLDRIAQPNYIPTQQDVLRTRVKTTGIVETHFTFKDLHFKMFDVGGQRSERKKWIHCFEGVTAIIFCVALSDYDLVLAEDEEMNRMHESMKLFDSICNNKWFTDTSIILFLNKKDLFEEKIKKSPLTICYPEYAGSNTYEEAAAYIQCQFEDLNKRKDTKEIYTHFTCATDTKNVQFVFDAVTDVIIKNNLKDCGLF
# TRb SRC2 PPI – inhibitors of human thyroid hormone receptor beta-SRC2 interaction; TRbeta-SRC2 peptide binding, fluorescence polarization; receptor liganded with 1 µM T3; P10828; 0.065% of 280,000 active; Potency, µM (top dose mostly 106 µM), without a hit: at the top dose activity change, negative = inhibition, actives largely listed as inhibitors; AID 1469;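 further: plate controls were bound peptide for no effect and peptide without receptor for full effect; nearly all actives have a fitted effect of over 50% in size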
#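 Compounds were added to 0.6 uM TRb ligand-binding domain and 20 nM Texas Red-labeled SRC2 peptide in Tris buffer containing 1 uM T3, incubated 5 hr at ambient temperature, then read by fluorescence polarization.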
# ALDH1A1 inh – inhibitors of human aldehyde dehydrogenase 1A1; 7.3% of 220,000 active; Purified ALDH1A1, NADH fluorescence, propionaldehyde substrate; Potency, µM (highest dose often 75.3 µM), inactives show at the highest dose activity, negative = inhibition, usual class: inhibitors; AID 1030; active means well fitted inhibition curve with a large enough effect, not every such curve was filed as active; inconclusive means small, poorly fitted or top-dose-only effect, or another doubt; inactive means no such curve, though single readings can be large or run the other way;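 further: plate controls were no enzyme wells and a reference inhibitor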
# Target sequence (P00352 whole entry, looked up): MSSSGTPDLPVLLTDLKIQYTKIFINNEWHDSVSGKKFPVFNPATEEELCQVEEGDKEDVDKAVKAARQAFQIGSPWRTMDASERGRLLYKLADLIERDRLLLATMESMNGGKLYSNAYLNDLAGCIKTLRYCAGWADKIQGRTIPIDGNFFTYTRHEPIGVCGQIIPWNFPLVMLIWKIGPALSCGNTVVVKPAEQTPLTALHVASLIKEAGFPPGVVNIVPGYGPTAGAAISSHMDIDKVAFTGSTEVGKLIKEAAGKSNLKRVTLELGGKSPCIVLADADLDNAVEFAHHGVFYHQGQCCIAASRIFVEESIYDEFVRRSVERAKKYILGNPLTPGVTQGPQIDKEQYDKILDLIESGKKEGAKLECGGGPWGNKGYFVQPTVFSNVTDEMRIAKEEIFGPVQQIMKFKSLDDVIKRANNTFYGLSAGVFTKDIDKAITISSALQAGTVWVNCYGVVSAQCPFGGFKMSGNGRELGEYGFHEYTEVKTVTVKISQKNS
# KDM4E inh – inhibitors of human JMJD2E histone demethylase. B2RXH2. JMJD2E catalytic domain, FDH-coupled NADH fluorescence (FDH is formaldehyde dehydrogenase). Potency, µM (series often up to 57.1 µM), for inactives: at the top dose activity change, negative = inhibition, actives largely listed as inhibitors. 1.6% of 230,000 active. AID 2147; active means well fitted inhibition curve with a large enough effect, not every such curve was filed as active; inconclusive means small, poorly fitted or top-dose-only effect, or another doubt; inactive means no such curve, though single readings can be large or run the other way;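 further: 0% = wells with enzyme and -100% = buffer wells without enzyme; nearly all actives have a fitted effect of over 50% in size; many of its hits are not listed in these tables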
# RECQ1 helicase – RECQ1 (human) helicase inhibition; P46063; RECQ1 DNA unwinding, red fluorescence kinetic read; Potency, µM (top dose mostly 57.3 µM), for inactives: at the top dose activity, negative = inhibition, actives largely listed as inhibitors; 0.54% of 240,000 active;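 further: plate controls were vehicle for no effect and no enzyme for full effect; nearly all actives have a fitted effect of over 30% in size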
#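 RECQ1T1 50 nM; forked duplex (20 bp + 30-nt ss tails) 200 nM, ATP 2 mM final; pH 8.0, 2 mM MgCl2, 2.5 ug/ml poly(dI-dC); 15 min compound preincubation; discontinuous kinetic read over 2 h at RT.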
# * = called active by the depositor; i = inactive; u = inconclusive; x = not tested or not shown; [ ] = remark or other dose. Unless noted, the call rests on the fitted dose curve; in most records, active means well fitted curve in the direction sought with a large enough effect; inconclusive means small, poorly fitted or top-dose-only effect, or another doubt; inactive means no such curve, though single readings can be large; an effect the other way counts as inactive or inconclusive. Potency means the concentration at half of the fitted maximal effect.
mol | TRb SRC2 PPI | TexasRed fluor | GoLoco inh red | RECQ1 helicase | ALDH1A1 inh | SMN2 splice up | LMNA splice mod | KDM4E inh
CCCC(=O)Nc1c2c(nn1-c1ccc(OC)cc1)CS(=O)C2 (configuration not stated) | 1.1% | 1.9% | 6.1% | i | 8.1% | 24.5% | -10.2% | 9.2%
CCC(C)NC(=O)c1[nH]c(C)c(C(=O)OC)c1C (configuration not stated) | 4.0% | 3.7% | 4.4% | -14.6% | -5.3% | 7.2% | -13.6% | -3.2%
COc1ccc(C(=O)N2CCN(c3nc4cc(C)ccc4cc3C#N)CC2)c(OC)c1 | 1.7% | -3.8% | -5.1% | -1.4% | u | -38.7%[inhibitor] | u | u
CCOC(=O)c1ccc(-c2ccc(-c3cc(=O)oc4cc(OC)c(OC)c(OC)c34)cc2)cc1 | 4.3% | 4.6% | 4.8% | -2.2% | -6.4% | x | x | x
CC(=O)N1N=C(c2ccc(C)cc2)CC1c1ccco1 (configuration not stated) | 3.2% | -3.3% | 12.8% | i | -4.8% | 20.9% | u | -4.3%
O=C(Nc1ccccc1C(=O)Nc1cccnc1)c1ccccc1 | 2.2% | -1.0% | 7.3% | -0.5% | -9.9% | -11.4% | -0.9%[46 µM] | -1.3%
COc1cc(CCC(=O)N2CCN(c3ncccn3)CC2)cc(OC)c1OC | 1.8% | -2.1% | -1.4% | i | 3.8% | 0.9% | 11.8%[46 µM] | u
O=C(Nc1ccccn1)c1nc(-c2ccccc2)n(-c2ccccc2)n1 | 3.3% | -0.1% | 90.2%[activator] | 7.6% | -5.2% | 8.0% | -9.3% | -6.7%
N/C(=N\OCc1ccccc1)c1nonc1N | -2.7% | 3.4% | 2.1% | 23.2% | u | u | -15.0%[46 µM] | -1.1%
O=C(O)C/C(=C\c1ccc(Cl)cc1)c1nc2ccccc2o1 | 2.5% | 0.0% | 1.6% | i | 3.2% | 10.5% | -14.0%[46 µM] | u
O=C1OC(c2ccc(F)cc2)=C/C1=C\c1ccc([N+](=O)[O-])o1 | -3.4% | -9.1% | 45.6%[activator] | 22.4µM* | 20µM* | -10.4% | x | u
Cc1ccc(C(=O)CSc2nc3ccccc3c(=O)n2-c2ccccc2)s1 | 3.3% | -4.8% | 8.3% | -3.5% | 7.6% | -10.2% | 9.4% | 4.1%
O=C1C(C2=C(O)c3ccccc3C2=O)=Nc2ccccc21 | x | x | -25.8% | 0.4% | 1.26µM* | -11.3% | u | u
COC(=O)CNC(=O)c1cc(-c2ccncc2)nc2c(C)c(Cl)ccc12 | -5.6% | -3.2% | -1.1% | i | 12.6µM* | 3.2% | x | -0.9%
COc1ccc(C(=O)Nc2nnc(C(F)(F)F)s2)cc1 | -0.1% | 0.9% | 11.9% | -14.8% | 5.9% | 5.01µM* | -10.0% | -4.5%
CCc1c2c(nc3c(C(C)C)cccc13)-c1cccc(=O)n1C2 | -1.7% | -2.4% | 36.2% | i | u | -4.9% | x | u
Cc1cc(C(=O)NCc2cccs2)cs1 | -14.0% | 0.4% | 9.9% | -11.2% | 2.3% | 9.9% | 15.6% | 1.1%
CCCC(c1nnnn1C(C)(C)CC)N(Cc1ccco1)Cc1cc2ccc(OC)cc2[nH]c1=O (configuration not stated) | -7.4% | -0.6% | 10.7% | -18.7% | 31.6µM* | -6.5% | u | u
O=C(Nc1ccc(F)cc1)C1CC(=O)n2cnnc2N1 (configuration not stated) | 1.7% | -1.6% | 4.1% | -5.6% | 20.8% | 9.0% | x | 2.4%
CCSc1ccc(C(=O)NCC(=O)O)cc1 | -5.2% | -1.3% | -2.5% | -8.3% | 2.0% | x | x | 6.3%
O=C(Nc1cccn2ncnc12)c1ccc(Cl)cc1 | -4.5% | -5.5% | x | i | u | x | 2.3% | 2.8%
CCCC(=O)N1CCC(O)(c2cccc(F)c2)CC1 | -5.5% | 2.4% | -11.9% | -0.8% | 9.7% | -2.4% | -13.6%[46 µM] | 0.3%
COc1ccc(NC(=O)c2cccc(S(=O)(=O)N3CCc4ccccc43)c2)cn1 | -1.7% | 2.1% | 29.6% | -27.3% | 3.16µM* | -41.4%[inhibitor] | -24.5%[46 µM] | -14.1%
COc1cc(OC)c2c(c1Cl)OC1(C2=O)C(O)=CC(=O)CC1C (configuration not stated) | 4.0% | -1.4% | 12.7% | i | 13.0% | -3.3% | x | 5.8%
O=[N+]([O-])c1cc(Cl)cc(/C=N/NC(=S)Nc2cc(S(=O)(=O)N3CCOCC3)ccc2Cl)c1O | -2.3% | u | 70.8%[activator] | u | 0.178µM* | x | u | 8.91µM*
CN(C)/C=C(/C#N)C(=O)c1cccc(Oc2ccc(C(C)(C)C)cc2)c1 | -5.2% | 1.0% | 3.3% | u | -8.0% | -22.9% | 3.0% | 2.0%
O/N=C/c1ccnc(SCc2ccccc2)n1 | -8.8% | -2.5% | -0.4% | -9.3% | 3.9% | x | x | 1.2%
COc1ccc(/C=c2\s/c(=C\C(=O)C(C)(C)C)[nH]c2=O)cc1O | -3.6% | -2.3% | 8.4% | -7.8% | x | x | x | -4.7%
Cc1ccc(NC(=O)c2nnn(-c3cc(C)cc(C)c3)c2N)cc1 | 5.9% | -0.5% | -1.1% | -0.5% | u | -6.6% | -7.5% | 12.6%
CN(C(=O)Nc1ccccc1)C1CCS(=O)(=O)C1 (configuration not stated) | -0.8% | -5.2% | 6.9% | -1.5% | 5.9% | 10.5% | -6.7% | 5.6%
Cc1ccc2c(Cl)cc(Cl)c(OCC(=O)NC(=O)NCc3ccco3)c2n1 | 5.3% | -0.8% | 2.9% | i | -9.9% | -10.5% | 15.0% | -5.0%
COCCN(Cc1cn(C)nc1-c1ccccc1F)C(C)C | 0.1% | -5.2% | 8.2% | -5.0% | -6.4% | x | x | -2.0%
Cc1ccccc1CSc1nnc(-c2cccs2)n1Cc1ccco1 | -7.6% | 0.2% | 3.4% | -13.0% | -1.4% | 3.6% | 13.3% | 3.4%
CCC(=O)N1CCN(c2ccccc2NC(=O)c2ccc(-c3cccc([N+](=O)[O-])c3)o2)CC1 | -2.5% | -1.9% | 8.5% | -11.8% | u | -9.4% | u | -5.6%
CN1CCN(NC(=S)NC(C)(C)CC(C)(C)C)CC1 | 4.0% | -1.5% | 5.6% | -2.0% | -0.4% | 4.1% | x | -5.6%
O=C(NCc1ccccc1)c1cccc(COc2ccc(Cl)cc2)c1 | -4.8% | 1.8% | 5.0% | i | u | 6.31µM* | -3.2% | 2.0%
N#C/C(=C\c1cc([N+](=O)[O-])ccc1Cl)C(N)=O | -3.7% | -0.4% | 6.8% | -15.3% | 2.9% | 4.1% | u | -0.4%
CN1CCc2nc3ccccc3c(C(=O)OCC(=O)N(CCC#N)c3ccccc3)c2C1 | 0.6% | -0.1% | -0.1% | 11.3% | -15.1% | -9.8% | x | u
Fc1cc2ncn(Cc3ccccc3)c2cc1F | -1.1% | -0.3% | 7.1% | 7.1% | 5.6% | -16.8% | 0.3% | 0.3%
OCCN(CCO)c1ncnc2c1sc1nc(N3CCOCC3)c3c(c12)CCCC3 | -5.8% | 2.7% | 17.9% | -10.2% | u | -11.6% | u | u
O=S(=O)(CCN(CCS(=O)(=O)C(F)(F)F)CC1CCCO1)C(F)(F)F (configuration not stated) | -4.7% | -1.9% | -14.1% | -12.3% | 7.08µM* | 7.2% | 5.4% | -2.0%
CC(NCCN(C)C)C(=O)C12CC3CC(CC(C3)C1)C2 (configuration not stated) | 7.8% | -0.8% | 0.9% | -4.7% | x | x | x | 2.4%
Cc1ccc(-c2csc3ncnc(N4CCN(C(=O)c5ccccc5)CC4)c23)cc1 | -9.5% | 1.5% | 2.0% | -11.4% | 12.6µM* | -20.3% | u | -0.4%
Cn1cc(CCC(=O)NCc2ccc3c(c2)OCO3)c2ccccc21 | -7.5% | -0.5% | 0.5% | -9.7% | -4.4% | 3.4% | 1.1% | -2.5%
CCOC(=O)c1cn(CC)c2cc(N3CCSCC3)c(F)cc2c1=O | -5.3% | -5.5% | 11.7% | -0.7% | u | x | -5.9% | u
C=CCc1ccc(OCCOc2ccc(/C=N/n3cnnc3)cc2OCC)c(OC)c1 | 0.9% | -4.1% | -2.6% | -8.9% | u | -12.6% | -10.1% | u
C(=C\c1ccccc1)/C=N/Nc1ccc2nncn2n1 | -0.3% | -2.7% | 3.0% | -13.6% | x | x | x | 5.5%
O=c1c2c(-c3ccccc3)csc2ncn1/N=C/c1ccc(O)c([N+](=O)[O-])c1 | 3.6% | 0.8% | -1.3% | -0.9% | -4.5% | -23.7% | -0.1%[46 µM] | -1.3%
COc1cccc(/C=N/NC(=O)CCc2c(C)n[nH]c2C)c1O | -12.5% | -0.7% | -18.7% | -6.5% | x | x | x | u
COc1ccc(CNC(=O)C(c2ccncc2)N(C(=O)Cc2cccs2)c2ccccc2C)cc1 (configuration not stated) | 3.4% | 3.6% | -12.4% | -9.3% | u | -3.1% | -4.7% | 0.1%
COc1cccc(-n2c(SCC(=O)Nc3nccs3)nnc2-c2ccoc2C)c1 | -3.2% | -0.1% | -5.9% | i | u | -10.7% | -0.9% | 3.7%

# Single records, as listed above. Order of values: TRb SRC2 PPI | TexasRed fluor | GoLoco inh red | RECQ1 helicase | ALDH1A1 inh | SMN2 splice up | LMNA splice mod | KDM4E inh
# O=C(NCc1ccccc1)c1cccc(COc2ccc(Cl)cc2)c1 across the screens: -4.8% | 1.8% | 5.0% | i | u | 6.31µM* | -3.2% | 2.0%
# O=C1OC(c2ccc(F)cc2)=C/C1=C\c1ccc([N+](=O)[O-])o1 across the screens: -3.4% | -9.1% | 45.6%[activator] | 22.4µM* | 20µM* | -10.4% | x | u
# Cc1ccc(C(=O)CSc2nc3ccccc3c(=O)n2-c2ccccc2)s1 across the screens: 3.3% | -4.8% | 8.3% | -3.5% | 7.6% | -10.2% | 9.4% | 4.1%

# These rows are one share of the data (hit frequency here may not be typical).
